Screens as filed in PubChem.
XIAP displacement – XIAP antagonists, biochemical, IAP family, fluorescence polarization (AID 1018); XIAP BIR domain, fluorescence polarization peptide displacement; higher % means a stronger effect; one-dose displacement, % at 20 µM; IC50 in µM for titrated hits; actives 0.007% (n = 200,000); in the data active means displacement above about 50%; further: a part of the inactive calls stands beside numbers as strong as those of hits
LYP phosphatase – inhibitors of LYP phosphatase, biochemical, fluorescence intensity, uHTS (AID 1779); recombinant LYP phosphatase, fluorescence intensity; higher % means a stronger effect; inhibition, % at 11.5 µM, or IC50 in µM where a hit was titrated; actives 0.054% (n = 290,000);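 further: plate controls were vehicle with enzyme for no effect and no enzyme for full effect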
TNAP activators – human TNAP enzyme activators, primary screen, biochemical, luminescent, no phosphate acceptor, uHTS (AID 1001). purified TNAP, luminescent activation assay, no phosphate acceptor; higher activation fold means a stronger effect. activation fold at 20 µM; hits with a dose series show EC50 in µM. actives 0.03% (n = 200,000); in the data active means activation fold from about 3, or a potency from the dose series; inactive means the rest, 99 in 100 with activation fold below about 1.6; further: many of its hits are not listed in these tables
Yfh1-depleted yeast – mitochondrial function rescue without frataxin homolog – Friedreich's ataxia, plus single-dose screen, dose response (AID 1465). S. cerevisiae Yfh1-off respiration, WST-1 reduction, 72 h; higher fold induction means a stronger effect. fold induction at 50 µM; hits with a dose series show EC50 in µM. actives 0.074% (n = 220,000);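 active means fold induction of absorbance versus untreated yeast above a set limit, then at least 30% activation at any dose in follow-up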;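 further: activators that raise dye reduction in frataxin-depleted yeast; strong numbers were not always called active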
P. falciparum M17LAP – P. falciparum M17LAP inhibitors, primary screen, biochemical, fluorogenic H-Leu-NHMec substrate, 1536-well (AID 1619); recombinant M17LAP, H-Leu-NHMec fluorogenic kinetic assay; higher % means a stronger effect; inhibition, % at 30 µM; hits with a dose series show IC50 in µM; actives 0.38% (n = 220,000);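 active means compound inhibiting the enzyme by more than half at any dose during confirmatory dose-response retesting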;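 further: plate controls were full reaction with DMSO carrier for no effect and no enzyme background for full effect; strong numbers were not always called active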
M1AAP inhibition – malaria alanyl aminopeptidase activity blockers – biochemical, fluorogenic H-Leu-NHMec substrate, 1536-well (AID 1445); recombinant M1AAP, H-Leu-NHMec fluorogenic kinetic assay; higher % means a stronger effect; inhibition, % at 30 µM; hits with a dose series show IC50 in µM; actives 0.42% (n = 220,000);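 active means primary inhibition above the hit cutoff, then over 50% inhibition at one or more dose response concentrations, cut at about 23% in these data, passing the limit was not always enough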;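 further: plate controls were DMSO full reaction for no effect and no enzyme background for full effect; strong numbers were not always called active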
WT yeast gro inh – growth inhibition of WT yeast, mitochondrial fusion screen | mitochondrial fusion phenotypic screen, WT strain | inhibition, % at 10 µM | actives 2.1% (n = 190,000) | AID 1362; in the data active means inhibition above about 58%; tested in S. cerevisiae
human PMI inhibition – inhibitors of human PMI, primary screen, biochemical, fluorescence intensity, coupled assay (AID 1209); purified PMI enzyme, coupled fluorescence intensity; higher % means a stronger effect; inhibition, % at 20 µM, or IC50 in µM where a hit was titrated; actives 0.42% (n = 190,000);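 further: plate controls were DMSO vehicle for no effect and wells lacking substrate for full effect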
PMI inhibition – human PMI inhibitors, high substrate, primary screen, biochemical, fluorescence intensity, high mannose 6-phosphate (AID 1220). recombinant PMI enzyme, coupled fluorescence intensity; higher % means a stronger effect. actives 0.66% (n = 190,000). inhibition, % at 20 µM, or IC50 in µM where a hit was titrated
WT yeast gro inh mutant strain – further read-out of WT yeast gro inh, marked with its call; inhibition, %; mitochondrial fusion phenotypic screen, mutant strain inhibition
Numbers without * were called inactive; i = inactive; / = not tested or not shown. Unless noted, no stated cut-off is given here; in the data, active means inhibition above about 50%; inactive means the rest.

SMILES	XIAP displacement	LYP phosphatase	TNAP activators	Yfh1-depleted yeast	P. falciparum M17LAP	M1AAP inhibition	WT yeast gro inh	WT yeast gro inh mutant strain	human PMI inhibition	PMI inhibition
Cc1onc(-c2ccccc2Cl)c1C(N)=O	-2.7%	-8%	1	i	-5%	9%	-7	-7	-6%	-7%
Fc1ccccc1NC(=S)N(CCCN1CCOCC1)Cc1cccnc1	-6.9%	-3%	1	i	0%	-1%	0	-2	-4%	-5%
Cc1ccc2nc(SCC(=O)Nc3cccc(S(=O)(=O)NC4=NCCCCC4)c3)[nH]c2c1	/	-3%	/	i	3%	3%	/	/	/	/
Nc1nc(SCC(=O)Nc2ccc(Cl)c(S(=O)(=O)N3CCOCC3)c2)n[nH]1	/	-7%	/	i	-3%	1%	/	/	/	/
CCCCCc1cc(=O)oc2c(C(CCN3CCCC(C)C3)c3ccc4c(c3)OCO4)c(OC)cc(OC)c12 (stereo not given)	/	-13%	/	i	11%	6%	/	/	/	/
COc1cccc(C(=O)NC2CC3CCCC(C2)N3S(=O)(=O)c2ccccc2)c1 (stereo not given)	/	-5%	/	i	-20%	3%	/	/	/	/
Cn1cccc1/C=N/NC(=O)c1ccc[n+]([O-])c1	-1.6%	-5%	1.1	i	11%	12%	-7	10	3%	16%
O=C(Oc1ccccc1N1CCOCC1)c1ccccc1	/	-5%	/	i	-3%	3%	/	/	/	/
CCCCCNCC(=O)Nc1cccc(C(=O)Nc2cccc(C(F)(F)F)c2)c1	-2.3%	-7%	1.1	i	-5%	1%	78*	47*	2%	-5%
COc1cc(CN2CCC(N3CCC(C(=O)N4CCCC4)CC3)CC2)cc2c1OCO2	-3.8%	-5%	1.1	i	-1%	-12%	6	12	1%	-2%
O=[N+]([O-])c1ccccc1-c1cc(-c2ccccc2O)n[nH]1	-27%	-4%	2.1	i	-6%	-1%	3	-11	26%	31%
COc1cc(OC)cc(C(=O)N[C@H](C(=O)OCC(=O)NC(=O)NC(C)(C)C)C(C)C)c1	-8.3%	0%	1.1	i	6%	0%	-17	9	6%	10%
O=C(CN1CCNCC1)NCCSc1ccc(Cl)cc1	-4.2%	-5%	1.1	i	-1%	-9%	-6	-9	-6%	0%
O=C(Nc1nc2ccccc2[nH]1)c1ccc(S(=O)(=O)N2CCOCC2)cc1	-2.7%	-1%	1	i	2%	2%	-30	6	4%	25%
O=C(Nc1ccc(N2CCN(C(=O)c3ccccc3)CC2)cc1)c1ccc2c(c1)OCO2	-1.0%	-1%	1.1	i	-6%	-2%	2	4	16%	14%

Profiles as entered above.
Entry for CCCCCNCC(=O)Nc1cccc(C(=O)Nc2cccc(C(F)(F)F)c2)c1 = XIAP displacement = -2.3%; LYP phosphatase = -7%; TNAP activators = 1.1; Yfh1-depleted yeast = i; P. falciparum M17LAP = -5%; M1AAP inhibition = 1%; WT yeast gro inh = 78*; WT yeast gro inh mutant strain = 47*; human PMI inhibition = 2%; PMI inhibition = -5%
Entry for O=C(Nc1ccc(N2CCN(C(=O)c3ccccc3)CC2)cc1)c1ccc2c(c1)OCO2 = XIAP displacement = -1.0%; LYP phosphatase = -1%; TNAP activators = 1.1; Yfh1-depleted yeast = i; P. falciparum M17LAP = -6%; M1AAP inhibition = -2%; WT yeast gro inh = 2; WT yeast gro inh mutant strain = 4; human PMI inhibition = 16%; PMI inhibition = 14%

Next part
SMILES	XIAP displacement	LYP phosphatase	TNAP activators	Yfh1-depleted yeast	P. falciparum M17LAP	M1AAP inhibition	WT yeast gro inh	WT yeast gro inh mutant strain	human PMI inhibition	PMI inhibition
COc1ccc(NC(=O)CN2CCc3ccccc3C2)cc1OC	-7.0%	-4%	1.1	i	2%	3%	21	7	3%	5%
O=C(COc1cccc(Cl)c1)Nc1ccc2c(c1)CCC2	-7.8%	-5%	1.1	i	-6%	7%	54	17	1%	1%
CCOC(=O)C1=C(C)N(C)C(=S)NC1c1ccc(Cl)cc1 (stereo not given)	-0.6%	-2%	1	/	16%	-1%	5	-8	0%	-1%
CCOC(=O)C1=C(C)Nc2ccccc2N=C1N	-11%	6%	1	i	1%	0%	-4	-6	0%	16%
O=c1[nH]nc(Cc2ccc3ccccc3n2)c2ccccc12	-5.4%	-5%	1.1	i	2%	-1%	-29	-9	13%	11%
Cc1cc(Cl)ccc1NC(=S)NCc1ccco1	-6.2%	0%	1.1	i	7%	9%	-1	25	-2%	5%
Cc1ccc(C2C3=C(CC(C)(C)CC3=O)NC3=C2C(=O)c2ccccc23)cc1 (stereo not given)	-3.1%	-7%	1	i	9%	5%	-5	12	3%	-7%
CN(C)/C=C/c1onc(-c2c(F)cccc2Cl)c1C#N	-6.3%	0%	1.1	i	4%	0%	8	2	1%	3%
O=C1CC(SC(=NCc2ccc3c(c2)OCO3)Nc2ccccc2)C(=O)N1 (stereo not given)	-5.5%	-11%	1	i	-4%	-1%	12	19	5%	3%
O=C(CCC(=O)NNC(=O)COc1ccc(Br)cc1)NCc1ccccc1	-3.4%	-7%	1.1	i	-4%	3%	9	1	7%	5%
O=c1c2c3c(sc2n2cnnc2n1-c1ccccc1)N(Cc1ccccc1)CCC3	-6.2%	-5%	1	i	15%	5%	10	19	-58%	-93%
O=C(c1c(O)c2ccccc2oc1=O)C1CCC1	-6.5%	-9%	1	i	-14%	6%	-13	-13	-17%	-16%
COCc1nnc(NC(=O)CC(C)c2ccccc2)s1 (stereo not given)	-11%	-3%	1.1	i	8%	-6%	3	-25	8%	2%
CCNc1nc(Cl)nc(NNC(=O)C(C)Oc2ccccc2)n1 (stereo not given)	-9.0%	-4%	2.2	i	-4%	-3%	-6	4	2%	2%
COc1ccc(-c2cc(C(=O)Nc3ccc(Cl)cc3Cl)c3ccccc3n2)cc1OC	-3.0%	4%	1	i	-3%	22%	20	4	15%	0%
N#Cc1cc(S(=O)(=O)c2ccc(Cl)cc2)c(N)[nH]c1=O	-1.9%	-5%	1.5	i	2%	1%	3	1	-6%	-6%
NS(=O)(=O)c1ccc(NC(=S)NCc2cccs2)cc1	-4.1%	-7%	1	i	-3%	6%	-3	-5	10%	4%
C=CCN(CC=C)C(=S)NC(=O)c1ccc(OC)cc1	-18%	-1%	1.1	i	4%	-4%	27	3	6%	7%
CCCn1c(N)c(N2CCCCC2)c(=O)n(CC(=O)Nc2ccccc2)c1=O	-7.9%	-4%	0.9	i	1%	14%	4	13	-3%	-6%
CC(C)=CCc1c(O)c(CC=C(C)C)c2c(c1O)C(=O)CC(c1ccc(O)cc1)O2 (stereo not given)	-3.7%	0%	1	i	2%	9%	91*	19*	7%	1%
CCC1(C)Nc2ccccc2C(=O)N1O (stereo not given)	-0.2%	-8%	1	i	33%	1%	-11	-17	-14%	-6%
Cc1ccc(OCCC(=O)OCC(=O)C(C)(C)C)cc1	-5.8%	-1%	1.1	i	-10%	-4%	-18	-26	9%	-7%
COc1ccc(CN2CCNC(=O)C2CC(=O)NCCC2=CCCCC2)cc1OC (stereo not given)	-2.0%	-3%	1.1	i	-9%	3%	-9	6	-2%	19%
Cc1ccc(C(=O)Nc2nnc(C)s2)cc1	1.3%	0%	1.1	i	11%	9%	-3	5	-18%	-18%
COc1ccc(CN2C(=O)CS(=O)CC2=O)cc1OC	0.0%	-8%	1.1	i	1%	2%	15	20	8%	2%
CC(C)(C)C(=O)O/N=C1/C(=O)N(c2ccccc2)c2ccccc21	-2.9%	-9%	1.1	i	10%	-2%	-3	4	0%	-7%
COc1ccc(OC)c(NC(=O)C2CCCN(S(=O)(=O)c3cccc4cccnc34)C2)c1 (stereo not given)	1.4%	-1%	1.1	i	1%	2%	12	7	4%	11%
CCOC(=O)CN(C(=O)Cn1nnc(-c2ccc(C)cc2)n1)C(CC)C(=O)NC1CCCC1 (stereo not given)	0.2%	-2%	1.1	i	-14%	0%	14	0	10%	6%
Cc1cc(Cl)c(S(=O)(=O)Nc2ccc3c(c2)OCCO3)cc1OCC(N)=O	-1.1%	1%	1.1	i	9%	8%	8	-9	5%	3%
CCOC(=O)c1c(CN2CCCCC2)n(C)c2cc(Br)c(O)c(CN(C)C)c12	-20%	-6%	1.1	i	-4%	3%	9	9	16%	31%
CCc1cc(-c2n[nH]c(=S)n2C(C)c2ccccc2)cs1 (stereo not given)	-0.5%	-4%	0.9	i	22%	3%	55	3	21%	18%
O=C(COc1ccc(Cl)cc1)N1CCCCC1	-2.4%	-7%	1	i	10%	1%	12	-6	19%	7%
Cc1ccc2[nH]c(=O)c(C(c3nnnn3CCc3ccccc3)N3CCOCC3)cc2c1 (stereo not given)	-6.2%	5%	1.1	i	-4%	0%	-18	-34	-5%	-26%

Entries above containing a Cl atom (12):
SMILES	XIAP displacement	LYP phosphatase	TNAP activators	Yfh1-depleted yeast	P. falciparum M17LAP	M1AAP inhibition	WT yeast gro inh	WT yeast gro inh mutant strain	human PMI inhibition	PMI inhibition
Cc1onc(-c2ccccc2Cl)c1C(N)=O	-2.7%	-8%	1	i	-5%	9%	-7	-7	-6%	-7%
Nc1nc(SCC(=O)Nc2ccc(Cl)c(S(=O)(=O)N3CCOCC3)c2)n[nH]1	/	-7%	/	i	-3%	1%	/	/	/	/
O=C(CN1CCNCC1)NCCSc1ccc(Cl)cc1	-4.2%	-5%	1.1	i	-1%	-9%	-6	-9	-6%	0%
O=C(COc1cccc(Cl)c1)Nc1ccc2c(c1)CCC2	-7.8%	-5%	1.1	i	-6%	7%	54	17	1%	1%
CCOC(=O)C1=C(C)N(C)C(=S)NC1c1ccc(Cl)cc1 (stereo not given)	-0.6%	-2%	1	/	16%	-1%	5	-8	0%	-1%
Cc1cc(Cl)ccc1NC(=S)NCc1ccco1	-6.2%	0%	1.1	i	7%	9%	-1	25	-2%	5%
CN(C)/C=C/c1onc(-c2c(F)cccc2Cl)c1C#N	-6.3%	0%	1.1	i	4%	0%	8	2	1%	3%
CCNc1nc(Cl)nc(NNC(=O)C(C)Oc2ccccc2)n1 (stereo not given)	-9.0%	-4%	2.2	i	-4%	-3%	-6	4	2%	2%
COc1ccc(-c2cc(C(=O)Nc3ccc(Cl)cc3Cl)c3ccccc3n2)cc1OC	-3.0%	4%	1	i	-3%	22%	20	4	15%	0%
N#Cc1cc(S(=O)(=O)c2ccc(Cl)cc2)c(N)[nH]c1=O	-1.9%	-5%	1.5	i	2%	1%	3	1	-6%	-6%
Cc1cc(Cl)c(S(=O)(=O)Nc2ccc3c(c2)OCCO3)cc1OCC(N)=O	-1.1%	1%	1.1	i	9%	8%	8	-9	5%	3%
O=C(COc1ccc(Cl)cc1)N1CCCCC1	-2.4%	-7%	1	i	10%	1%	12	-6	19%	7%
